# tuberculosis growth – growth inhibition of non-replicating M. tuberculosis (AID 488890); Mycobacterium tuberculosis non-replicating, growth inhibition; higher % means a stronger effect; inhibition, % at 25 µM; hits with a dose series show IC50 in µM; hit rate 0.39% among 320,000; in the data active = a potency from the dose series; inconclusive = inhibition mostly from about 82% at the one dose, without a potency; inactive = the rest, 99 in 100 with inhibition below about 76%;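 also: plate controls were DMSO cells for no effect and high antibiotic wells for full effect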
# inhibitors of VEEV – inhibitors of VEEV TC-83 cytopathic effect, confirmation, Vero cells (AID 588727); Vero cells, VEEV TC-83 cytopathic effect inhibition; higher % means a stronger effect; inhibition, % at 20 µM, or IC50 in µM where a hit was titrated; hit rate 0.13% among 350,000; in the data active = a potency from the dose series; inconclusive = inhibition mostly from about 14% at the one dose, without a potency; inactive = the rest, 99 in 100 with inhibition below about 12%; also: strong numbers were not always called active
# H1N1 NS1A inhibition – H1N1 influenza NS1A inhibitors, functional cell based assay (AID 504329). NS1A functional cell-based assay, percent inhibition; higher % means a stronger effect. inhibition, % at 12.5 µM, or IC50 in µM where a hit was titrated. hit rate 0.3% among 340,000; in the data active = a potency from the dose series; inconclusive = inhibition above about 27% without an active follow-up result; also: strong numbers were not always called active
# Salmonella PhoP GFP – PhoP regulon inhibitors, Salmonella typhi PhoP promoter GFP reporter, confirmatory (AID 1850) | Salmonella Typhi PhoP-promoter GFP reporter, fluorescence, 4 h; higher % means a stronger effect | inhibition, % at 50 µM; hits with a dose series show IC50 in µM | hit rate 0.33% among 310,000; in the data active = a potency from the dose series; inconclusive = inhibition mostly from about 25% at the one dose, without a potency; inactive = the rest, 99 in 100 with inhibition below about 19%;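 also: 0% = induced wells with vehicle and 100% = uninduced wells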
# M. tuberculosis HTS – M. tuberculosis growth inhibition, HTS (AID 449762) | M. tuberculosis H37Rv growth inhibition, 7H9 media; higher % means a stronger effect | one-dose inhibition, % at 25 µM; IC50 in µM for titrated hits | hit rate 0.59% among 330,000; in the data active = a potency from the dose series; inconclusive = inhibition above about 70% without an active follow-up result;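 also: bacterial growth assessed after seven days of incubation; strong numbers were not always called active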
# inhibitors of VEEV 10K pilot screen – further read-out of inhibitors of VEEV, marked with its call; inhibition, %; measured here: 10K pilot screen inhibition
# * marks the source's active call; other numbers are inactive results; i = inactive; ? = inconclusive; nt = not tested or not shown; & = joins results of further samples. This is a random part of the collection; 1.4% or so of the library scored in one or more.
SMILES,tuberculosis growth,inhibitors of VEEV,H1N1 NS1A inhibition,Salmonella PhoP GFP,M. tuberculosis HTS,others
COc1ccccc1N1CCN(S(=O)(=O)/C=C/c2ccccc2)CC1,-4%,0.9%,1%,-4%,-2%,inhibitors of VEEV 10K pilot screen=0.0
CCOC(=O)/C=C1\SCC(=O)N1CC(=O)NC(C)c1ccc(F)cc1 (configuration not stated),-7%,0.5%,-2%,0%,7%,
Cc1cccc(NC(=O)CSc2nc3[nH]ncc3c(=O)[nH]2)c1,-20%,i,-6%,0%,-8%,
COc1cccc2cc(C(=O)NC3CC4CCC3C4)oc12 (configuration not stated),17%,2.1%,-13%,-2%,5%,
Cc1cc(C)n(Cc2ccccc2F)c(=O)c1C#N,nt,0.0%,24%,-13%,-4%,
Cc1ccc2nc(-c3ccncc3)cc(-c3ccccc3)c2c1,33%,0.5%,21%,6%,36µM*,
O=c1[nH][nH]c(=S)n1C1CCCCC1,-12%,nt,nt,5%,-6%,
COc1cc2c(cc1OC)C(C(=O)NCC1COc3ccccc3O1)C(c1cccnc1)N(C)C2=O (configuration not stated),-11%,nt,nt,-9%,-4%,
CC1CN(C(=O)c2cccc(Oc3ccccc3)c2)CC(C)O1 (configuration not stated),-9%,1.9%,19%,-8%,-21%,
CC(/C=C1\SC(=O)N(CCCC(=O)O)C1=O)=C\c1ccccc1,59%,1.2%,-6%,-9%,-4%,
O=C(Nc1cccc([N+](=O)[O-])c1)Nn1cnnc1,-6%,1.5%,2%,3%,-1%,
O=C(CCC(=O)N1CCOc2ccccc21)NCc1ccccn1,-16%,2.3%,5%,7%,-9%,
CC(C)(Oc1ccc(Cl)cc1)C(=O)NC1=NN(c2ccccc2)C(=O)C1,28%,1.5%,1%,-4%,3%,
Cc1ccc(S(=O)(=O)c2cc3c(=O)n4ccccc4nc3n(CCc3ccccc3)c2=N)cc1,-8%,0.6%,7%,-20%,12%,
Clc1ccc(-n2nnnc2CN2CCOCC2)cc1,1%,i,-1%,3%,0%,
COc1ccc(NC(=O)C(C)Sc2nnc(C3CC3)n2C2CC2)cc1 (configuration not stated),19%,2.7%,-18%,nt,-4%,
Cc1cccn2c(=O)nc(SCC(=O)c3ccccc3)nc12,-6%,2.8%,-4%,7%,-11%,
CCOc1cc(C(=O)N/N=C/C2CC=CCC2)cc(OCC)c1OCC (configuration not stated),-11%,0.1%,-3%,5%,7%,
Cc1ccc(CN(C)C(=O)c2cccc(S(=O)(=O)N3CCN(Cc4ccccc4)CC3)c2)o1,18%,1.6%,-5%,-3%,-1%,
CC1CN(C(=O)c2c([N+](=O)[O-])cnn2C)CC(C)O1 (configuration not stated),-3%,2.2%,-9%,-10%,3%,
CCCc1c(C)nc(N2CCN(c3ccccc3OC)CC2)[nH]c1=O,-6%,0.2%,-5%,-6%,-5%,
COc1ccc(C=NNC(=S)NC23CC4CC(CC(C4)C2)C3)cc1OC,nt,8.9%,-25%,nt,nt,
O=C(CN1C(=O)NC2(CCCC2)C1=O)N1CCN(S(=O)(=O)c2ccccc2)CC1,0%,0.2%,-5%,8%,-3%,
C[C@H](CO)N1C[C@H](C)[C@@H](CN(C)C(=O)Nc2ccc(C(F)(F)F)cc2)Oc2ccc(NS(=O)(=O)c3ccccc3)cc2C1=O,51%,0.8%,5%,nt,-3%,
COCCN(C(=O)CNC(=O)c1ccco1)C(C(=O)NC1CCCC1)c1ccc(F)cc1 (configuration not stated),-3%,i,-4%,5%,0%,
CC1=N/C(=C/c2ccc([N+](=O)[O-])cc2)C(=O)N1c1ccc(Cl)cc1Cl,6%,i,-2%,-5%,-4%,
CCOC(=O)C1CCN(C(=O)COc2ccc(Br)cc2Br)CC1,48%,0.7%,-6%,-1%,6%,
CCCc1nc(-c2ccccc2)c(-c2ccc(OC)c(OC)c2)c(=O)[nH]1,3%,1.5%,-5%,10%,0%,
CCC12CN3CC(CC)(CN(C1)C3c1ccccc1Cl)C2O (configuration not stated),-17%,1.1%,-4%,-7%,-1%,
O=C(COc1ccc(Cl)cc1)N/N=C/c1cccc2cccnc12,?,4.7%,2%,-5%,?,

# Structures from the list above with a Cl atom (5):
SMILES,tuberculosis growth,inhibitors of VEEV,H1N1 NS1A inhibition,Salmonella PhoP GFP,M. tuberculosis HTS,others
CC(C)(Oc1ccc(Cl)cc1)C(=O)NC1=NN(c2ccccc2)C(=O)C1,28%,1.5%,1%,-4%,3%,
Clc1ccc(-n2nnnc2CN2CCOCC2)cc1,1%,i,-1%,3%,0%,
CC1=N/C(=C/c2ccc([N+](=O)[O-])cc2)C(=O)N1c1ccc(Cl)cc1Cl,6%,i,-2%,-5%,-4%,
CCC12CN3CC(CC)(CN(C1)C3c1ccccc1Cl)C2O (configuration not stated),-17%,1.1%,-4%,-7%,-1%,
O=C(COc1ccc(Cl)cc1)N/N=C/c1cccc2cccnc12,?,4.7%,2%,-5%,?,

# Continuation:
SMILES,tuberculosis growth,inhibitors of VEEV,H1N1 NS1A inhibition,Salmonella PhoP GFP,M. tuberculosis HTS,others
CCS(=O)(=O)N1CCCC(C(=O)NCCN(C)Cc2ccccc2)C1 (configuration not stated),-2%,1.0%,13%,-7%,1%,inhibitors of VEEV 10K pilot screen=3.2
O=C(Nc1cccc(C(F)(F)F)c1)C1CCCCC1,56%,2.1%,4%,-10%,-2%,
COc1ccc(NS(=O)(=O)c2cccc(C(=O)NNC(=O)CNC(=O)c3cccc(C)c3)c2)cc1,7%,1.9%,-6%,-7%,-12%,
COC(=O)C1=C(C)NC(C)=C(C(=O)OC)C1C(=O)OCCN1C(=O)c2ccccc2C1=O,21%,1.3%,-6%&-1%,-6%,-1%,
O=c1[nH]c(CO)nc2c1oc1ccccc12,12%,0.3%,-21%,0%,-1%,
CCNC(=O)NC(=O)C(C)Oc1ccc(C(=O)OC)cc1 (configuration not stated),4%,0.3%,-2%,-2%,2%,
O=C(C=C1SCCS1)/C=C/c1ccco1,39%,2.1%,4%,2%,2%,
O=S(=O)(Nc1ccccc1N1CCCCC1)c1ccc(F)cc1F,20%,i,3%,10%,15%,
COc1ccc(Cn2ccnc2SCC(=O)NC2CCCCC2)cc1,35%,i,-4%,-2%,-7%,
O=C(Cc1ccc([N+](=O)[O-])cc1)N/N=C/c1ccccc1F,-15%,0.0%,-2%,-2%,-1%,
O=C(OCc1cccc([N+](=O)[O-])c1)c1cccnc1Cl,?,i,-3%,-14%,3%,
COc1cccc(CNC(=O)CCNS(=O)(=O)c2cccc3nsnc23)c1,-12%,0.3%,-2%,2%,-4%,
CCOC(=O)C1(CCc2ccccc2)CCN(C(=O)C(C)n2cncn2)CC1 (configuration not stated),-3%,1.2%,-17%,2%,5%,
CC(C)Cn1c(-c2ccco2)nc2c(c(=O)c3ccccc3n2C)c1=O,73%,nt,nt,-12%,-4%,
Cn1c(CS(=O)Cc2c(Cl)cccc2Cl)nnc1SCc1c(Cl)cccc1Cl (configuration not stated),29%,3.0%,6%,-8%,1%,inhibitors of VEEV 10K pilot screen=1.9
COc1ccccc1CNC(=O)CN1C(=O)NC2(CCCC2)C1=O,32%,i,-3%,nt,4%,
COc1cccc(O[C@@H]2O[C@@H]3COC(C)(C)O[C@H]3[C@H](O)[C@H]2NC(C)=O)c1,-2%,1.2%,-1%,-4%,2%,
CCc1ccc(C(C)NC(=O)c2cccs2)cc1 (configuration not stated),75%,0.1%,-14%,2%,41%,
CSc1cccc(NC(=O)c2nnn(CC(=O)Nc3cc(C)cc(C)c3)c2N)c1,-8%,2.6%,3%,4%,3%,
CC(C)(C)OC(=O)N1CCC[C@H]1C(=O)NCc1ccc(Cl)cc1Cl,1%,0.6%,-7%,-20%,-8%,
COc1ccc(CN=C2NC(=O)CC(C(=O)Nc3ccccc3C)S2)cc1 (configuration not stated),10%,0.1%,5%,-5%,3%,
COc1cc(OC)cc(C(=O)N2CCCC(c3nc(-c4ccc(C)o4)no3)C2)c1 (configuration not stated),2%,1.8%,-1%,7%,0%,
COc1ccc(N2CC(C(=O)OCC(=O)c3ccc(C)cc3)CC2=O)cc1 (configuration not stated),nt,0.1%,4%,-4%,10%,
COc1cccc(-c2nnc(NC(C)=O)o2)c1,nt,0.4%,4%,-11%,2%,
COc1cccc(NC(=O)CN(C)CC(=O)c2c(C)[nH]c3ccccc23)c1,37%,7.9%,-18%,nt,-3%,
C=CCNC(=O)C1CCN(C(=O)c2ccc(-c3ccccc3)cc2)CC1,4%,1.6%,-1%,-1%,1%,
CC1CC(C)CN(C(=O)/C(=C\c2ccccc2)c2ccccc2)C1 (configuration not stated),15%,0.2%,-14%,-6%,0%,
Cn1c(=O)c2c(nc(N/N=C/c3cccs3)n2C)n(C)c1=O,2%,4.5%,2%,1%,-4%,
Cc1c(C(c2cc(O)ccc2Cl)c2c(C)n(C)n(-c3ccccc3)c2=O)c(=O)n(-c2ccccc2)n1C,-11%,0.6%,-1%,-3%,1%,
CC1(C)Cc2ccccc2C(c2cc3ccccc3oc2=O)=N1,13%,8.1%,-19%,3%,4%,
COc1ccc(OC)c(N2Cc3ccccc3C2=N)c1,8%,i,-1%,1%,-10%,
COCc1ccc(C(=O)N2CCCC(Nc3ccc(C(C)C)cc3)C2)o1 (configuration not stated),7%,2.5%,-2%,-4%,-3%,
OCCCn1c(-c2ccccc2)n[nH]c1=S,-5%,1.0%,3%,-3%,-9%,
O=C(NCCc1nc2ccccc2[nH]1)C1CCC(=O)N(CCc2cccc(F)c2)C1 (configuration not stated),1%,5.4%,-12%,-13%,-3%,
CCOC(=O)COn1c(-c2cccc(Cl)c2)nc2ccc([N+](=O)[O-])cc21,i,2.2%,2%,5%,?,
CC1CCCC(C)N1CCCNC(=O)c1cc2c(s1)-c1ccccc1OC2 (configuration not stated),39%,>25µM*,-1%,1%,14%,
CC(Sc1ncn[nH]1)C(=O)c1c(N)n(C)c(=O)n(C)c1=O (configuration not stated),-9%,0.9%,-1%,nt,-6%,
O=C(CNc1ccccc1)NNC1=NCCC1,4%,i,7%,-7%,-6%,
CCN(CC)CCCN1C=C2C(=O)C(C)(OC(=O)CCC(=O)OC)C(=O)C=C2C=C1C1CC1 (configuration not stated),13%,i,13%,10%,-4%,
COC(=O)[C@H](Cc1ccccc1)NC(=O)[C@@H]1C[C@H]1[C@@H](NC(=O)OCc1ccccc1)c1ccccc1,-2%,0.5%,-3%,-3%,-4%,inhibitors of VEEV 10K pilot screen=0.6
COCCNC(=O)CN(C(=O)CCC(=O)Nc1nccs1)c1ccc2c(c1)OCO2,-9%,0.6%,-7%,0%,1%,
CC(NC(=O)C12CC3CC(C1)CC(n1cncn1)(C3)C2)C12CC3CC(CC(C3)C1)C2 (configuration not stated),44%,5.1%,-12%,0%,2%,
COCC(C)n1c(SCC(=O)NC(=O)NCc2ccccc2)nc2ccccc2c1=O (configuration not stated),13%,9.3%,1%,nt,-4%,
Cc1cccc(NC(=O)CCc2nnc3ccc(NCc4ccco4)nn23)n1,nt,2.2%,8%,-3%,5%,
O=C(/C=C/c1ccc(OCCCF)cc1)Nc1ccnc(-c2ccncc2)n1,73%,1.1%,-3%,4%,38µM*,
CN(C)C(=O)C1CC(=O)OC12CCCCC2 (configuration not stated),-14%,i,-20%,2%,7%,
CC(C)(C)NC(=O)C(=O)N/N=C/c1ccc(Br)cc1,3%,1.5%,-18%,-1%,1%,
CC(C)(C)OC(=O)N1CC=C2C(C#N)=C(N)C(C#N)(C#N)[C@H](c3cccnc3)[C@H]2C1,-5%,1.5%,-14%,2%,3%,
CCOc1ccc(NS(=O)(=O)c2c(C(=O)N3CCCCCC3)c(C)n(C)c2C)cc1,5%,5.1%,6%,-2%,-11%,
Cc1ccc(Cn2nc(C)c(NC(=O)CCCn3nc(C)c([N+](=O)[O-])c3C)c2C)cc1,-5%,0.7%,13%,-2%,0%,
CNC(=S)Nc1cc(OC)c(NC(=O)c2ccco2)cc1OC,33%,0.4%,-3%,4%,2%,
CC(Sc1nc(-c2ccccc2)cc(C(F)(F)F)n1)C(=O)N1CCOCC1 (configuration not stated),1%,1.7%,-8%,-9%,5%,
COCCNC(=O)C(c1ccco1)N(C(=O)Cn1nnc2ccccc21)c1cc(C)ccc1C (configuration not stated),12%,i,5%,5%,-9%,

# Assay outcomes deposited in PubChem BioAssay by Southern Research Specialized Biocontainment Screening Center.
